Bioassay records deposited in PubChem by National Center for Advancing Translational Sciences (NCATS).
TDP1 cell CPT = DT40-hTDP1 cell growth loss with CPT. 12% of 420,000 active. Potency, µM (titrated, usually from 46.2 µM), for inactives: at the top dose activity change, negative = growth inhibition, actives largely listed as inhibitors. chicken DT40 Tdp1-/-;hTDP1 cells + 20 nM CPT, ATP luminescence, 48 h; also: nearly all actives have a fitted effect of over 55% in size
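Chicken DT40 Tdp1-/- cells stably complemented with human TDP1 were seeded at 400 cells/well in medium containing 20 nM camptothecin, exposed to pin-transferred compounds, and grown at 37 °C for at least 48 hr. Viability was read as ATP luminescence.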
DT40 TDP1 no CPT = qHTS for Inhibitors of human tyrosyl-DNA phosphodiesterase 1 (TDP1): qHTS in cells in absence of CPT | 15% of 420,000 active | DT40 Tdp1-/- hTDP1 cells, no CPT, ATP luminescence, 48 h | Potency, µM (doses to about 46.2 µM), for inactives: at the top dose activity change, negative = growth inhibition, usual class: inhibitors; also: nearly all actives have a fitted effect of over 55% in size
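Luminescent ATP content (CellTiter-Glo) served as the growth readout. Knockout chicken DT40 cells expressing human TDP1 were exposed to compounds without camptothecin for a minimum 48 hr at 37 °C.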
KAT2A inh = blocks human GCN5L2 histone acetyltransferase. AID 504327. GCN5L2 HAT assay, ThioGlo1 CoA-SH fluorescence. 0.21% of 390,000 active. Q92830. Potency, µM (titrated, usually from 58.9 µM), for the others: at the highest dose activity change, negative = inhibition, hits mostly inhibitors
Target sequence (Q92830 whole entry, looked up): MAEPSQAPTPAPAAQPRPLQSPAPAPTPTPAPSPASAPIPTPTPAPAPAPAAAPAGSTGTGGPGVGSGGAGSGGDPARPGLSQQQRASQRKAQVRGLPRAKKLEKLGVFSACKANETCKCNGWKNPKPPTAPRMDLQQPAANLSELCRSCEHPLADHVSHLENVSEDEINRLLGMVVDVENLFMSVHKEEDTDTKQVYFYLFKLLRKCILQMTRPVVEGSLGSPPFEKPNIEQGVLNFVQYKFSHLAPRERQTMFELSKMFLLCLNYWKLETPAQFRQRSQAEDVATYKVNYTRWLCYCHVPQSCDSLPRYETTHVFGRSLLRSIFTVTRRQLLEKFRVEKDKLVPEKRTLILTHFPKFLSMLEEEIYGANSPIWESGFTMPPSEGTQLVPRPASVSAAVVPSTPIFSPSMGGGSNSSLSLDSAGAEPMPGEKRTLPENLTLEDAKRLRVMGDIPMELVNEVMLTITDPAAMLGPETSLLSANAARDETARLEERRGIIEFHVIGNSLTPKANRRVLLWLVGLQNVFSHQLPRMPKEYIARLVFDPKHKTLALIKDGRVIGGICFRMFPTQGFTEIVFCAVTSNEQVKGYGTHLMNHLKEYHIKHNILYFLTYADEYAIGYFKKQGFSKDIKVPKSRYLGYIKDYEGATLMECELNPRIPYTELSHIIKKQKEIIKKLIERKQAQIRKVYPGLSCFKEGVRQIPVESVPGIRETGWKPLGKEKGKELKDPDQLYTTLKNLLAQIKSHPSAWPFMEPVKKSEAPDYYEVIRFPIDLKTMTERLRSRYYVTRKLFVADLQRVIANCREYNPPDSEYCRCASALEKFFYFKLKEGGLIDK
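Free CoA generated was detected with ThioGlo1 (50uM) fluorescence at Ex340nm/Em540nm, read immediately and after 20 min at room temperature. Enzyme, 20 nM in HEPES pH 7.5 buffer, saw compounds 15 min before adding 75uM H3(1-25) peptide and 70uM acetyl-CoA.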
Numbers without * were called inactive; ? = inconclusive; · = not tested or not shown; & = joins results of further samples; [ ] = dose if it differs, or a comment. Calls follow the shape of the dose curve; as a rule, active = well fitted curve in the direction sought with a large enough effect; inconclusive = small, poorly fitted or top-dose-only effect, or another doubt; inactive = no such curve, though single readings can be large; an effect the other way counts as inactive or inconclusive. % is scaled to controls: 0 for no effect and ±100 for the full control effect; potency is read from the fitted curve at half-maximal effect.

SMILES	TDP1 cell CPT	DT40 TDP1 no CPT	KAT2A inh
O=C1CCCC2[C@@H]3CCC[N@+]4([O-])CCC[C@H](CN12)C34 (stereo partly specified)	6%[9.04 µM]	1%[9.04 µM]	·
CC(=O)N1CCc2cc(S(=O)(=O)CCC(=O)N(C)c3cc(C)ccc3C)ccc21	-23%	-7%	-4%
COc1ccc(Nc2nc(N)nc(CN3CCc4ccccc4C3)n2)cc1	?	?	-5%
COc1ccc(/C=N/NC(=O)CSCc2ccc([N+](=O)[O-])cc2)cc1OC	10%	2%	-6%
CSc1ccccc1NC(=O)CN(C)CC(=O)c1c(C)[nH]c2ccccc12	?	?	-24%
Cc1ccccc1C(=O)O/N=C1\CCS(=O)(=O)c2sccc21	-22%	?	-3%
COc1ccc(N2CCN(c3ncnc4onc(C)c34)CC2)cc1	21µM*	16µM*	-13%
CC(C)c1cc(C(C)C)c(S(=O)(=O)N2c3ccccc3[C@@]3(Br)C[C@H]4C(=O)N[C@@H](Cc5ccccc5)C(=O)N4[C@@H]23)c(C(C)C)c1	12µM*	12µM*	·
COc1cccc(Cn2c(=O)c3[nH]cnc3n(-c3ccccc3C)c2=O)c1	-29%	?	8%
C=CCN1C(=O)/C(=C\c2cc(Br)c(OCc3ccccn3)c(OC)c2)SC1=S	-23%	?	-10%
Cc1ccccc1NC(=O)c1cc2ccccc2o1	-19%&-30%	-7%&-11%	-10%&1%
Cc1nc(-c2ccc(F)cc2)c(CC(=O)N(C)CC(=O)Nc2ccccc2Br)s1	4%	-6%	1%
CNC[C@H](CC1CCCCC1)NC[C@H](CO)NCC1(c2ccccc2)CC1	?	21µM*	-8%
O=C(Nc1ccccc1Cl)N1CCCN(c2nc(-c3ccccc3)ns2)CC1	?	?	-7%
CC(C)(C)NC(=O)C1c2ccccc2Oc2ccccc21	1%	4%	-4%
CCCn1c(C(C)Nc2nc(-c3cc(Cl)c(N)c(Cl)c3)cs2)nc2cc(Cl)c(N3CCCCC3)cc21 (stereo unspecified)	18µM*	?	0%
COC(=O)c1cc(NS(=O)(=O)c2ccc(NC(C)=O)cc2)cc(C(=O)OC)c1	-9%	1%	-3%
CCCCc1ccc(NC(=S)NCc2cccc(OC)c2)cc1	?	?	-9%
CCOc1cc(S(=O)(=O)Nc2ccncc2)ccc1F	-1%	12%	-12%
CCc1ccccc1NC(=O)CSc1nc(C)c(C)o1	?	5%	1%
O=C(CN1CCOCC1)NN=C1CCCCCCCCCCC1	-8%	-18%	1%
COc1cccc(COC(=O)C2CCN(S(=O)(=O)c3cccs3)CC2)c1OC	-1%	0%	-6%
Cc1ccc(C(=O)NC2CCCCC2)cc1S(=O)(=O)N1CCCC1	-13%	0%	20%
Cc1ccc(C(=O)N2CCN(C(=O)CN3CCCC3)C2)cc1	10%	4%	-1%
CCOC(=O)C1=CNS(=O)(=O)NC1c1ccc2ccccc2c1 (stereo unspecified)	-14%	-4%	0%
O=c1[nH]nc2c3ccccc3cnn12	0%	4%	1%
Cc1ccc(C)c(N2CCN(CCCNC(=O)Cn3cc4c(n3)CCC(C)C4)CC2)c1 (stereo unspecified)	16µM*	15µM*	0%
COCCCNc1nc2c(c(=O)n(Cc3ccccc3)c(=O)n2C)n1C	7%	-21%	-5%
CCCCN(C)CCCNC(=O)CCn1nc(-c2ccccc2)ccc1=O	0%	-8%	0%
CCCCC(=O)NC(NC(=O)CCCC)c1ccc(OCCC)c(OC)c1	-12%	-2%	1%
Cc1ccc2nc(/C(C#N)=C/c3ccc(-c4ccc(F)cc4F)o3)[nH]c2c1	2.9µM*	5.2µM*	-3%
CCC1(C2CCN(Cc3cc4ccccc4o3)CC2)NC(=O)N(CC2COc3ccccc3O2)C1=O (stereo unspecified)	?	21µM*	·
COc1cccc(CNC(=O)[C@@H]2CCCN2C(=O)[C@H]2CCCCN2)c1	-8%	-12%	·
O=C(COC(=O)c1cccc(S(=O)(=O)N2CCc3ccccc32)c1)Nc1ncc(Cl)cc1Cl	-8%	?	-3%
Clc1ccc(CN2CCC(Cc3ccccc3)CC2)cc1	-29%	?	-12%
C=CCNC(=O)CC(=O)N/N=C/c1ccccc1F	-9%	3%	-16%

Entries from the list above that have a Cl atom, in the order listed:
SMILES	TDP1 cell CPT	DT40 TDP1 no CPT	KAT2A inh
O=C(Nc1ccccc1Cl)N1CCCN(c2nc(-c3ccccc3)ns2)CC1	?	?	-7%
CCCn1c(C(C)Nc2nc(-c3cc(Cl)c(N)c(Cl)c3)cs2)nc2cc(Cl)c(N3CCCCC3)cc21 (stereo unspecified)	18µM*	?	0%
O=C(COC(=O)c1cccc(S(=O)(=O)N2CCc3ccccc32)c1)Nc1ncc(Cl)cc1Cl	-8%	?	-3%
Clc1ccc(CN2CCC(Cc3ccccc3)CC2)cc1	-29%	?	-12%

(next part)
SMILES	TDP1 cell CPT	DT40 TDP1 no CPT	KAT2A inh
O=C(Cn1cncn1)N1CCOc2ccc(CN3CCN(c4ccccc4)CC3)cc2C1	14%[9.04 µM]	3%	·
COc1ccc(CCNc2oc(-c3cccc4ccccc34)nc2P(=O)(OC)OC)cc1OC	?	15µM*	?
O=C(NCC1CCCO1)C1CCN(S(=O)(=O)N2CCCC2)CC1 (stereo unspecified)	0%	4%	37%[activator]
Cc1ccc(C(=O)N/C(=C\c2ccc(Br)cc2)c2nc(=S)[nH][nH]2)cc1	?	?	-9%
COc1ccc(OC)c(C(c2nnnn2C2CCCC2)N2CCN(c3ccccc3F)CC2)c1 (stereo unspecified)	?	?	-7%
O=C1/C(=C\c2ccc(-c3ccccc3Cl)o2)SC(=S)N1CC1CCCO1 (stereo unspecified)	-6%	?	-11%
CCn1c(NCc2ccco2)nc2c1c(=O)n(C)c(=O)n2C	?	12µM*	2%
COc1ccc(Cl)cc1NC(=O)CN(C)C(=O)C1CCN(C(=O)Nc2ccccc2)CC1	-5%	-6%	1%
C=CCN(Cc1cc(OC)ccc1OC)C(=O)c1cc2ccc(OC)cc2[nH]1	?	?	-12%
C[C@@H]1CN([C@@H](C)CO)C(=O)c2cc(N(C)C)ccc2O[C@@H](C)CCCCO[C@@H]1CN(C)S(=O)(=O)c1cccs1	18µM*	16µM*	·
COc1ccccc1C(=O)NC(CCSC)C(=O)NC1CCCCCC1 (stereo unspecified)	-21%	?	-9%
O=C(O)CCc1nn2c3ccccc3n(CC(=O)c3ccccc3)c2nc1=O	-14%	1%	-4%[0.501 µM]

Some values from the entries so far:
Result for COC(=O)c1cc(NS(=O)(=O)c2ccc(NC(C)=O)cc2)cc(C(=O)OC)c1 under DT40 TDP1 no CPT: 1%
Result for CNC[C@H](CC1CCCCC1)NC[C@H](CO)NCC1(c2ccccc2)CC1 under DT40 TDP1 no CPT: 21µM*
Result for COc1ccc(Nc2nc(N)nc(CN3CCc4ccccc4C3)n2)cc1 under KAT2A inh: -5%
Result for CCOc1cc(S(=O)(=O)Nc2ccncc2)ccc1F under TDP1 cell CPT: -1%
Result for O=C(CN1CCOCC1)NN=C1CCCCCCCCCCC1 under DT40 TDP1 no CPT: -18%
Result for O=C1CCCC2[C@@H]3CCC[N@+]4([O-])CCC[C@H](CN12)C34 (stereo partly specified) under TDP1 cell CPT: 6%[9.04 µM]
Result for CCOC(=O)C1=CNS(=O)(=O)NC1c1ccc2ccccc2c1 (stereo unspecified) under KAT2A inh: 0%

The results go on.
SMILES	TDP1 cell CPT	DT40 TDP1 no CPT	KAT2A inh
CN(C)S(=O)(=O)Oc1ccsc1C(=O)Nc1cccc(Cl)c1	3%	-24%	16%
COc1ccnc(Nc2ccc(C)c(C)c2)c1C#N	-2%	-11%	-7%
COc1cccc(C2=NN(C(=O)CCCC(=O)O)C(c3cccs3)C2)c1 (stereo unspecified)	2%	2%	-7%
O=C(Cn1cnc2c(oc3ccccc32)c1=O)NCc1ccccc1	-33%	?	-9%
Cc1c(CC(=O)O)c(=O)oc2c(C)c3occ(-c4ccccc4)c3cc12	4%	-4%	2%
CN(CC(=O)Nc1ccc(Cl)cc1)C(=O)CNC(=O)Cc1cccc2ccccc12	?	?	-4%
CCOC(=O)c1c(-c2ccc(C)o2)csc1NC(=O)COC(=O)c1cccs1	?	18µM*	-7%
CNc1nc(Nc2ccc(C)c(Cl)c2)nc(N)c1[N+](=O)[O-]	0%	6.5µM*	-7%
Cc1ccc(C(=O)OC2=CC(=O)CC(C)(C)C2)cc1	-2%	-16%	0%
CCCCC(=O)NCc1ccc(Cl)cc1	2%	-19%	-3%
CCOc1ccc(N(C(C)C(=O)NCCSc2ccc(Cl)cc2)S(C)(=O)=O)cc1 (stereo unspecified)	16µM*	26µM*	-8%
C[C@@H]1CN([C@H](C)CO)C(=O)CCCn2nncc2CO[C@H]1CN(C)C(=O)c1ccc2ccn(C)c2c1	17%	-2%	·
Cc1nn(C)c(C(=O)N2CCc3ccccc32)c1Br	-22%	?	1%
Cc1cccc(NC(=O)CN2CCCCCC2)c1	0%	-15%	-1%
CC(=O)c1c(C(C)=O)c(C)n(-c2ccc(O)cc2)c1C	-15%	-12%	·
CC(=O)Nc1ccc(S(=O)(=O)NCCC(=O)OCC(=O)N2CCN(C(=O)c3ccco3)CC2)cc1	2%	-1%	-6%
O=C(Nc1ccccc1O)c1ccc(NS(=O)(=O)c2cccc3cccnc23)cc1	4.1µM*	7.3µM*	-11%
CSc1nnc(-c2cc(C)on2)n1-c1ccccc1	-8%	-1%	4%
Cc1nc(NC(=O)c2ccccc2)sc1-c1cc(C(=O)N2CCOCC2)nn1CCO	12%	14%	·
Cn1c(SCC(=O)Nc2ccccc2Oc2ccccc2)nnc1C1CC1	3%	9%	-4%
COCCCN1C(=O)c2ccccc2C1C(=O)NC1CCCCCC1 (stereo unspecified)	-5%	0%	-2%
COc1cccc(CNC(=O)NCc2noc3ccc(C)cc23)c1	?	?	-8%
CC1CC(C)CN(C(=O)CSc2nc(Cc3cccs3)nc3ccccc23)C1 (stereo unspecified)	?	21µM*	-23%
CCn1c(SCC(=O)N2CCCCC2)nc2c(c1=O)SCC2	-26%	?	-1%
O=C(COC(=O)COc1cccc(F)c1)NCCC1=CCCCC1	3%	12%	-9%
CCCOC(=O)c1ccc(NC(=O)C(=O)NCC2CCCO2)cc1 (stereo unspecified)	?	?	-4%
C=CCOc1ccc(/C(O)=C2\C(=O)C(=O)N(CCCOC)C2c2ccncc2)cc1 (stereo unspecified)	-3%	-19%	2%
COc1ccc(N2CCN(C(=O)c3[nH]c(C(F)(F)F)nc3-c3ccccc3)CC2)cc1	?	?	·
CC(C)(C)C(=O)N=C1SC2CS(=O)(=O)CC2N1c1ccc2c(c1)OCO2 (stereo unspecified)	-9%	4%	0%
COc1ccc(/C=N/NC(=O)c2cc(C)oc2C)cc1OCc1ccccc1	?	?	-10%
CN(Cc1ccco1)Cc1cc(-c2ccnc3cc(Cl)ccc23)ccc1O	-21%[9.04 µM]	?	·
O=C(c1ccc(F)cc1)N1CCC(n2nnc3ccccc32)CC1	2%	?	4%
COC(=O)Cn1cnc2c(C#N)c3n(c2c1=O)CCCC3	-13%	-8%	-4%
O=C(NCc1ccccc1)C1CC(=O)N(C2CCCCCC2)C1 (stereo unspecified)	-2%	1%	-14%
C/C(=N\NC(=O)c1ccc(CSc2nc(C)cc(C)n2)cc1)C1CCCCC1	-9%	-17%	1%
Cc1nnc(SCC(=O)N2CCc3ccccc32)n1-c1ccccc1	7%	-16%	·
CN(CC(=O)Nc1ccc(C#N)cc1)Cc1ccc(Cl)c(Cl)c1	?	?	?
O=C(Nc1ccc(N2CCOCC2)cc1)c1cccc2ccccc12	?	?	-2%
O=C(NC1CCCc2ccccc21)c1ccc(F)cc1F (stereo unspecified)	22%	?	-3%
COc1ccc(NC(=O)C(=S)N2CCCC2)cc1	5%	-2%	4%
O=C(c1cccs1)N1C[C@@H](n2cc(C3CC3)nn2)[C@H](O)C[C@@H]1c1ccccc1	-3%	?	·
COn1c(C)c(C(C)=O)c2c3no[n+]([O-])c3ccc21	-28%	-27%	-4%
COc1ccc2[nH]c(=O)c(NC(N)=S)nc2c1	4%	3%	0%
O=C(O)CCCCNS(=O)(=O)c1ccc(Cl)c(C(F)(F)F)c1	2%	-18%	-3%
Cc1csc2nc(CSc3nncn3-c3ccccc3)c(Br)n12	2%	-8%	-17%
COC(=O)CCC(=O)NNC(=O)Cc1ccccc1	0%	17%	-6%
CC(C)CCNC(=O)c1ccc(NC(=O)N2CCCCc3ccccc32)cc1	5%	4%	-5%
Cc1ccc(NC(=O)Cn2nc(C(=O)Nc3ccc(C)cc3)ccc2=O)cc1	0%&5%	-2%&-20%	-10%&-16%
O=C(Nc1ccc(S(=O)(=O)N2CCOCC2)cc1)c1c(F)cccc1F	3%	-27%	-2%
CN(CC(=O)Nc1ccccc1Cl)C(=O)COC(=O)CCN1C(=O)C2CC=CCC2C1=O (stereo unspecified)	6%	3%	?
COC(=O)C1=CN(C2CCCCC2)C=C(C(=O)OC)C1c1ccc2c(c1)OCO2	?	?	26%
